APJ ag = APJ receptor agonism; P35414; CHO-K1 APJ PathHunter beta-arrestin, luminescence; 0% DMSO wells, 100% apelin; activation, % at 20 µM; actives 0.11% (n = 330,000); AID 2520;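 active means activation more than six SD over the plate average, tested at 20 µM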;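 further: 0% = DMSO alone and 100% = apelin-13 at 10 nM; some results filed as inactive read as strong as hits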
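Incubation: overnight seeding, 90 min compound at 25 °C, 1 h detection; test system: PathHunter CHO-K1 APJ (AGTRL-1) beta-arrestin reporter cells; amount: 1000 cells/well; doses: one dose, 20 µM compound, 1% DMSO; measured by: beta-gal luminescence; measure: agonist-driven arrestin binding to APJ; benchmarks: negative DMSO alone, positive Apelin-13 at 10 nM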
697 NFkB inh = lowers PMA/ionomycin-induced NF-kB signal in 697 B cells. 697 B-cell NF-kB luciferase reporter, 16 h. inhibition, % at 4 µM. actives 0.33% (n = 330,000). AID 435022; in the data active means inhibition above about 35%
Jurkat NFkB inh = inhibitors of the PMA/ionomycin-induced NF-kB reporter in Jurkat cells. PMA/ionomycin-induced NF-kB luciferase reporter, luminescence. inhibition, % at 4 µM. actives 0.53% (n = 330,000); in the data active means inhibition above about 50%
Mdm2-MdmX inh = human Mdm2/MdmX binding inhibition; O15151+Q00987; actives 3% (n = 330,000); inhibition, % at 8 µM; SaOS-2 split-luciferase Mdm2/MdmX complementation, luminescence;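 active means inhibition of at least 50% at 8 µM in the primary screen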
Target sequence (O15151 whole entry, looked up): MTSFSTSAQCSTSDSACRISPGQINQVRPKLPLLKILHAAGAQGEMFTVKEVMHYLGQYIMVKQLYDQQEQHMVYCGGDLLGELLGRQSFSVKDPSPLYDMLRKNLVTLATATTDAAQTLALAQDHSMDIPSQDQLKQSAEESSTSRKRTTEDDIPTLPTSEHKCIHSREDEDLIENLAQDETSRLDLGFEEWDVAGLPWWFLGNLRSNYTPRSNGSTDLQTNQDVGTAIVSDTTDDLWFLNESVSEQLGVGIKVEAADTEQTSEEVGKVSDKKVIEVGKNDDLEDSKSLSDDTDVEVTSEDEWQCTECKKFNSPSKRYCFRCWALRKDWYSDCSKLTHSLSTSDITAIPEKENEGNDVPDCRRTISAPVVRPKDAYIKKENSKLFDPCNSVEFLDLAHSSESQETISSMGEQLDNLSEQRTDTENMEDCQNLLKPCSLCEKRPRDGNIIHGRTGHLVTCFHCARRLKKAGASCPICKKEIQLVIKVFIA
Target sequence (Q00987 whole entry, looked up): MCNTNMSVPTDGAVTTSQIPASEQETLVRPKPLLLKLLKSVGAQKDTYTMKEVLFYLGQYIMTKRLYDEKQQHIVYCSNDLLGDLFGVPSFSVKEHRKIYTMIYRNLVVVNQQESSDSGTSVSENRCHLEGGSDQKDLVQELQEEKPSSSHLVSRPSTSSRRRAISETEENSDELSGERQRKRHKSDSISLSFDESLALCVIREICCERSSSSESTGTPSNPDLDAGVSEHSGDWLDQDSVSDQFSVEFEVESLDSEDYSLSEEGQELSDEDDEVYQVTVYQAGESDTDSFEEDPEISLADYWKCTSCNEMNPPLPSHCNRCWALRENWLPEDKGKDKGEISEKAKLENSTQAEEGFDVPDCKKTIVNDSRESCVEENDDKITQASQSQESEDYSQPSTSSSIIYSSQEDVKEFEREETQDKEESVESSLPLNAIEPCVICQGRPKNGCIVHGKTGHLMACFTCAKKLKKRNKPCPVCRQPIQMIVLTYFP
UPR CHOP act = apoptotic UPR (CHOP) activation; AID 449763; actives 0.34% (n = 330,000); CHO-CHOP luciferase reporter, luminescence; percent of tunicamycin response over DMSO baseline; activation, % at 10 µM;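 active means at 10 µM dose, activation of 40% or more, normalized to positive control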;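 further: 100% = tunicamycin at 10 µg/mL and 0% = DMSO alone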
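Material: CHO-CHOP cells, stable luciferase reporter of PERK-eIF2a-CHOP signalling; quantity: 500 reporter cells seeded per well; buffer or medium: F12 medium containing 10% fetal bovine serum; compound: one dose, 10 µM in 0.5% DMSO; incubation: 6 h compound treatment, 37 °C; measured by: Steady-Glo luciferase luminescence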
APJ antagonist = antagonists of human APJ apelin receptor; AID 2521; inhibition, % at 20 µM; P35414; actives 0.32% (n = 330,000); CHO-K1 APJ beta-arrestin complementation, luminescence;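 active means inhibition above about 40% at 20 µM, limit read from the data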;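 further: cells challenged with 10 nM apelin-13 agonist together with compound; plate controls were apelin-13 plus DMSO wells for no effect and DMSO wells lacking apelin-13 for full effect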
XBP1 UPR activ = activators of adaptive arm of unfolded protein response (XBP1). CHO-XBP1 luciferase reporter, IRE1-XBP1 UPR activation, luminescence; percent of tunicamycin response, DMSO as zero. activation, % at 20 µM. actives 0.33% (n = 330,000);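 active means versus positive control, 20 µM dose yields 30% or more activation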;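 further: 100% = tunicamycin at 10 µg/mL and 0% = DMSO only wells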
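incubation = overnight seeding at 37 °C, 6 h compound treatment at 37 °C | assay system = CHO-XBP1 cells stably carrying IRE1-XBP1-driven luciferase reporter | input = 1000 cells per well | detection = luciferase luminescence | dosing = single point, 20 µM final compound, 1% DMSO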
tim23-1 inh = inhibits growth of tim23-1 mutant yeast | S. cerevisiae tim23-1 growth, BacTiter-Glo luminescence, 24 h | actives 1.3% (n = 330,000) | inhibition, % at 20 µM;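 active means growth inhibition of the mutant yeast at or above 50%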;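 further: temperature-sensitive mutant grown at 25 °C; plate controls were DMSO-treated mutant yeast for no effect and medium wells lacking yeast for full effect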
An asterisk follows results filed as active.

Key to letters – A = APJ ag; B = 697 NFkB inh; C = Jurkat NFkB inh; D = Mdm2-MdmX inh; E = UPR CHOP act; F = APJ antagonist; G = XBP1 UPR activ; H = tim23-1 inh
> O=C(Nc1cccc(C(=O)O)c1)/C(=C\C=C\c1ccccc1)NC(=O)c1ccccc1
  A = -3 | B = 4 | C = 15 | D = 21 | E = 2.3 | F = 4 | G = -4 | H = 2

> Cc1ccc(Nc2cc(C)nc3c(C)cccc23)cc1
  A = 1 | B = -7 | C = 11 | D = 23 | E = 1.2 | F = 20 | G = -2 | H = -8

> Cc1ccc(N=Nc2c(O)[nH]c(=O)[nH]c2=O)cc1S(=O)(=O)Nc1ccc(Br)cc1
  A = -7 | B = 9 | C = -3 | D = 35 | E = 0.9 | F = 12 | G = -4 | H = -10

> O=C(COc1coc(CN2CCN(c3ccccc3F)CC2)cc1=O)Nc1ccccc1
  A = -7 | B = 10 | C = 14 | D = 3 | E = -1.5 | F = 12 | G = -3 | H = -2

> Cc1ccc(N2C(=O)C(NC(=O)c3ccccc3)(C(F)(F)F)C3=C2CC(C)(C)CC3=O)cc1 (stereo not drawn)
  A = 0 | B = 3 | C = 15 | D = -18 | E = 1.5 | F = -52 | G = -1 | H = 3

> O=C1CCC(=O)N1Cc1c(Cl)cccc1Cl
  A = 1 | B = 19 | C = 18 | D = -5 | E = 0.6 | F = 20 | G = 0 | H = 8

> CC[C@H](C)/C=C(C)/C=C/C(=O)Cc1cc(O)c(C)c(O)c1C=O
  A = 1 | B = 15 | C = 12 | D = 9 | E = 1.3 | F = -14 | G = -1 | H = 29

> CC(C)(C)c1cc(NC(=O)Nc2ccc(Br)cc2Cl)no1
  A = 4 | B = -4 | C = -20 | D = 7 | E = 2.4 | F = -71 | G = 4 | H = 30

> CCOc1ccccc1NC(=O)CCCN1C(=S)NC(C)(C)CC1C (stereo not drawn)
  A = -1 | B = -8 | C = 0 | D = -23 | E = 2.8 | F = -24 | G = -2 | H = -5

> CCOC(=O)c1c(C)[nH]c(N=Nc2ccccc2C)c1C
  A = -2 | B = -56 | C = -43 | D = -35 | E = 4.3 | F = 26 | G = 1 | H = 29

> S=C(NC1CCCCC1)N1CCN(c2ncccn2)CC1
  A = -1 | B = 9 | C = 6 | D = -12 | E = -0.4 | F = -1 | G = -3 | H = -2

> CSc1ccc(/C=C/C(=O)OCC(=O)N2CCCCCC2)cc1
  A = -3 | B = 5 | C = 17 | D = 4 | E = 3.0 | F = 10 | G = -2 | H = 21

> O=C(NCC1CCCO1)c1ccc[nH]1 (stereo not drawn)
  A = -1 | B = 8 | C = 2 | D = -27 | E = 0.1 | F = 12 | G = 0 | H = -7

> CSCCC(=O)N1CCCC(CNC(=O)c2ccccc2Cl)C1 (stereo not drawn)
  A = -3 | B = 2 | C = -15 | D = 11 | E = 3.3 | F = 25 | G = -2 | H = -8

> COc1ccc(OC)c(NC(=O)CC2SC(=Nc3ccccc3)N(CCc3ccccn3)C2=O)c1 (stereo not drawn)
  A = 1 | B = -31 | C = -20 | D = -8 | E = 2.3 | F = -4 | G = -1 | H = 11

> O=C(c1ccco1)N1CCN(S(=O)(=O)c2ccc(C3CCCCC3)cc2)CC1
  A = 4 | B = -18 | C = 24 | D = 20 | E = -0.6 | F = 12 | G = -4 | H = 11

> CCCN(CCC)CCNC(=O)C1c2ccccc2C(=O)N2CCc3ccccc3C12 (stereo not drawn)
  A = -1 | B = 7 | C = -6 | D = -5 | E = 5.5 | F = 17 | G = 1 | H = 7

> CCN(CC)S(=O)(=O)c1ccc2c(c1)N(CC(=O)N1CCCC1)C(=O)CO2
  A = -4 | B = 6 | C = -3 | D = 9 | E = -0.2 | F = -2 | G = -4 | H = 9

> Cc1ccc(NC(=S)N/N=C2/CCCc3c(C)cc(C)cc32)cc1
  A = 2 | B = 6 | C = -1 | D = 29 | E = 2.4 | F = 5 | G = 1 | H = 6

> CN(C)CCNc1cnn(-c2ccccc2)c(=O)c1Cl
  A = -3 | B = -7 | C = -7 | D = 13 | E = 1.1 | F = 12 | G = -2 | H = 0

> CC(C)Oc1ccc(CNC(=O)c2ccc3c(c2)N(C)CCS3)cc1
  A = -3 | B = 12 | C = -4 | D = 3 | E = 3.6 | F = 8 | G = 4 | H = 38

> CCCN(CCC)CCCNc1ccc(C(=O)Nc2cccc(OC)c2)cc1[N+](=O)[O-]
  A = -7 | B = 7 | C = -9 | D = 43 | E = -1.2 | F = 32 | G = 0 | H = -2

> CCc1ccc(N2C(=O)C3C4CCC(C4=C(C)C)C3C2=O)cc1 (stereo not drawn)
  A = -1 | B = -7 | C = -5 | D = -4 | E = 2.0 | F = 10 | G = -1 | H = 31

> CC(=O)Cc1nsc(NC(=O)c2ccc(-c3ccc(Cl)c(Cl)c3)o2)n1
  A = -1 | B = 8 | C = -1 | D = 20 | E = -1.1 | F = 3 | G = 0 | H = 38

> Cc1cccc(C2NC(=O)c3c(sc(C)c3C)N2)c1O (stereo not drawn)
  A = 3 | B = -13 | C = 10 | D = 3 | E = 2.5 | F = 13 | G = 0 | H = 18

> O=C(NC1CCCCC1)C(=O)c1c(-c2ccccc2)[nH]c2ccccc12
  A = 3 | B = 13 | C = 9 | D = -3 | E = 0.1 | F = 19 | G = -4 | H = 22

> Cc1cc(Br)cc(C)c1NC(=S)NC(=O)CC(C)C
  A = -4 | B = -16 | C = 7 | D = 35 | E = 2.2 | F = 13 | G = 2 | H = -3

> CCC1CC(/C(C)=N/NC(N)=O)OC1=O (stereo not drawn)
  A = -3 | B = 2 | C = -20 | D = 26 | E = 0.1 | F = -28 | G = 0 | H = 6

> CC(C)CNC(=O)CC(c1ccccc1)c1ccccc1
  A = -5 | B = 7 | C = 12 | D = 2 | E = -0.5 | F = 14 | G = -4 | H = 13

> c1ccc(Cc2nnc(N3CCCCC3)c3ccccc23)cc1
  A = -2 | B = -11 | C = 8 | D = 33 | E = -1.3 | F = 20 | G = 3 | H = 34

> COc1cc2c(=O)n(CCC(=O)NCC3CCCO3)c(=O)n(CC(=O)Nc3ccc(C)c(C)c3)c2cc1OC (stereo not drawn)
  A = -3 | B = 9 | C = -4 | D = -10 | E = 1.5 | F = -10 | G = -4 | H = 5

> O=c1[nH]c2ccc(S(=O)(=O)N3CCCCC3)cc2o1
  A = -3 | B = 19 | C = 6 | D = 25 | E = -0.1 | F = 15 | G = 1 | H = 1

> NC(=O)c1nsc(C(=O)N(c2ccccc2)C(C(=O)NCc2ccc(F)cc2)c2ccco2)c1N (stereo not drawn)
  A = 1 | B = -19 | C = -5 | D = -9 | E = -0.7 | F = -12 | G = 1 | H = 7

> CC(=O)c1cc(Cl)ccc1OC(=O)c1ccco1
  A = -2 | B = 7 | C = 12 | D = 19 | E = 0.2 | F = 5 | G = 2 | H = 5

> COC(=O)C1=C(C)NC(=S)NC1c1ccc(OC(=O)c2ccco2)cc1 (stereo not drawn)
  A = -1 | B = 8 | C = -8 | D = 20 | E = -0.7 | F = 10 | G = 0 | H = 5

> CCN1C(=O)C(CC(=O)Nc2ccc(OC)cc2)N(Cc2ccc3c(c2)OCO3)C1=S (stereo not drawn)
  A = -2 | B = 22 | C = 17 | D = 3 | E = 0.4 | F = 4 | G = -2 | H = 32

> C[C@@H](C(=O)NCc1ccc(S(C)(=O)=O)cc1)[C@@H]1C[C@@]1(C)[C@@H](NC(=O)OCc1ccccc1)c1ccccc1
  A = -1 | B = 26 | C = 1 | D = 4 | E = -0.1 | F = 7 | G = -2 | H = -2

> C/C(=N\NC(=O)CCC(=O)O)c1c(-c2ccccc2)c2cc(Br)ccc2[nH]c1=O
  A = -4 | B = -1 | C = 1 | D = 13 | E = 0.2 | F = -19 | G = -1 | H = 12

> Cc1ccc(CNS(=O)(=O)c2c(C)n(C)c(=O)n(C)c2=O)cc1
  A = -2 | B = 10 | C = -5 | D = -11 | E = 1.5 | F = 4 | G = 2 | H = 1

> O=C1Nc2ccccc2/C1=N\N=C\C1=C(N2CCOCC2)C(=C\c2ccccc2)/CC1
  A = -9 | B = 10 | C = -1 | D = 20 | E = 8.6 | F = 8 | G = 7 | H = 58*

> Cc1ccc(O)c(C(=O)c2coc(=N)c(C(=O)NC(C)C)c2)c1
  A = -3 | B = 21 | C = 4 | D = 28 | E = 0.4 | F = 17 | G = 1 | H = 3

> O=c1[nH]c2cc(NCCO)c([N+](=O)[O-])cc2[nH]1
  A = -3 | B = 4 | C = -2 | D = 13 | E = -0.3 | F = 18 | G = -3 | H = 8

> CCC1(c2ccccc2)NC(=O)N(CC(=O)Nc2cc(S(=O)(=O)N3CCCCC3)ccc2OC(C)C)C1=O (stereo not drawn)
  A = 13 | B = -36 | C = -9 | D = 2 | E = -0.4 | F = -89 | G = -2 | H = 21

> Cc1ccc(C(=O)NCCc2c[nH]c3ccccc23)s1
  A = -1 | B = -98 | C = -75 | D = -154 | E = 5.7 | F = 8 | G = 2 | H = 46

> COC(=O)c1ccc(Cn2nc(-c3ccccc3)ccc2=O)cc1
  A = -2 | B = 14 | C = 39 | D = 0 | E = 0.3 | F = -3 | G = 0 | H = 41

Structural class: the compounds so far with fluorine
Key to letters – A = APJ ag; B = 697 NFkB inh; C = Jurkat NFkB inh; D = Mdm2-MdmX inh; E = UPR CHOP act; F = APJ antagonist; G = XBP1 UPR activ; H = tim23-1 inh
> O=C(COc1coc(CN2CCN(c3ccccc3F)CC2)cc1=O)Nc1ccccc1
  A = -7 | B = 10 | C = 14 | D = 3 | E = -1.5 | F = 12 | G = -3 | H = -2

> Cc1ccc(N2C(=O)C(NC(=O)c3ccccc3)(C(F)(F)F)C3=C2CC(C)(C)CC3=O)cc1 (stereo not drawn)
  A = 0 | B = 3 | C = 15 | D = -18 | E = 1.5 | F = -52 | G = -1 | H = 3

> NC(=O)c1nsc(C(=O)N(c2ccccc2)C(C(=O)NCc2ccc(F)cc2)c2ccco2)c1N (stereo not drawn)
  A = 1 | B = -19 | C = -5 | D = -9 | E = -0.7 | F = -12 | G = 1 | H = 7

Further compounds.
Key to letters – A = APJ ag; B = 697 NFkB inh; C = Jurkat NFkB inh; D = Mdm2-MdmX inh; E = UPR CHOP act; F = APJ antagonist; G = XBP1 UPR activ; H = tim23-1 inh
> O=C(CSc1nc2c(cnn2-c2ccccc2)c(=O)[nH]1)c1ccc(Cl)cc1
  A = 0 | B = 3 | C = 0 | D = 0 | E = -0.9 | F = 18 | G = -2 | H = 26

> O=c1cc(O)nc(SCc2ccc(Cl)cc2)[nH]1
  A = -4 | B = 6 | C = -7 | D = 7 | E = -2.8 | F = 5 | G = 2 | H = 6

> CCCCNCc1cc(Cl)c(OCCC)c(OCC)c1
  A = -5 | B = 14 | C = 12 | D = 28 | E = 0.5 | F = 20 | G = -2 | H = -9

> O=C(OC1CCOC1=O)c1ccc2ccccc2n1 (stereo not drawn)
  A = -2 | B = 17 | C = -12 | D = 8 | E = -1.1 | F = 9 | G = -1 | H = 13

> O=C(c1ccc2c(c1)OCO2)C1CCCN(Cc2cn[nH]c2-c2ccccc2)C1 (stereo not drawn)
  A = -3 | B = 1 | C = -8 | D = 26 | E = -2.5 | F = 6 | G = -2 | H = 1

> CCN1CCN(C(CNS(=O)(=O)c2ccc(Br)cc2)c2cccnc2)CC1 (stereo not drawn)
  A = -1 | B = 7 | C = 27 | D = 5 | E = -0.1 | F = -16 | G = 0 | H = 7

> Cc1ccc(C(=O)c2ccccc2C(=O)OCC(=O)N2CC(C)CC(C)C2)cc1 (stereo not drawn)
  A = -1 | B = 6 | C = -6 | D = 28 | E = -1.8 | F = 6 | G = -3 | H = 34

> Cc1ccc(N(O)C(=O)NCCCCNC(=O)N(O)c2ccc(C)cc2)cc1
  A = 5 | B = -23 | C = -45 | D = -33 | E = 4.7 | F = -24 | G = 4 | H = -3

Screening data as filed in PubChem.
